Screens: PubChem BioAssay, The Scripps Research Institute Molecular Screening Center
M1 ag parental = nonselective activator or artifact in parental CHO-K1 cells; Fluo-8 calcium fluorescence; scaled to maximal ATP response, vehicle zero; activation, % at 3 µM; 0.48% of 360,000 active; AID 602248; in the data active means activation above about 15%;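 further: untransfected CHO-K1 host cells lacking M1 receptor as counterscreen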
CHO parental Ca = counter-screen for OX1R antagonists: effect in parental CHO cells; parental CHO-K1, ATP-induced calcium, Fluo-8 fluorescence; inhibition, % at 5.6 µM; 0.63% of 330,000 active;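 active means inhibition above that plate's mean sample inhibition plus 3 SD, cut at about 26% in these data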;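 further: 0% = ATP-challenged DMSO wells and 100% = DMSO wells without ATP; some compounds past the cut are filed as inactive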
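Assay system: untransfected parental CHO cell line. Also added: ATP agonist challenge. Dosing: one dose, 5.6 µM nominal. Measured by: Fluo-8 fluorescence. Read-out: % inhibition. Benchmarks: ATP wells versus no-ATP DMSO wells. Repeats: no replicates.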
TAAR1 antag = antagonists of human TAAR1. Q96RJ0. CHO RD-HGA16 TAAR1, Fluo-8 calcium fluorescence, antagonist. inhibition, % at 3 µM. 1.5% of 360,000 active;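 active means inhibition above a per-plate cutoff, the mean inhibition of test compounds on that plate plus 3 SD, cut at about 49% in these data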;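 further: 0% = DMSO plus EC80 beta-PEA response and 100% = DMSO alone without agonist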
Target sequence (Q96RJ0 whole entry, looked up): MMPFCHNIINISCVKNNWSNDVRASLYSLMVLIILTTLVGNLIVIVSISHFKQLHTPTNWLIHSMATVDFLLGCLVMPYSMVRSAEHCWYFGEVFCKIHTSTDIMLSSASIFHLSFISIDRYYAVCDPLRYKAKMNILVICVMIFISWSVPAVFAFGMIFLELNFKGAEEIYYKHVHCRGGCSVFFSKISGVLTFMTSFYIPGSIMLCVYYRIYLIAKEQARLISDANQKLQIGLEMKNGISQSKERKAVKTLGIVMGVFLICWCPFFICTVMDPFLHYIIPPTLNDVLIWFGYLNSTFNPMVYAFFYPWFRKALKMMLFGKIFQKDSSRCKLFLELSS
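Test system: RD-HGA16 CHO cells with stable hTAAR1 and Gα16 / Probe or stimulus: EC80 β-phenethylamine stimulus / Times: seeding 17-24 h prior, 75-min 37 °C, 30-min RT dye loading / Detection: Fluo-8 calcium-sensitive fluorescence / Read-out basis: % inhibition scaled between DMSO and EC80 PEA controls / Repeats: singlicate, one well per test compound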
CHRM1 antagonist = human CHRM1 antagonism; P11229; CHO-K1 hM1, Fluo-8 calcium fluorescence, ACh EC80 antagonist; inhibition, % at 3 µM; 1.3% of 360,000 active;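 active means percent inhibition above its own plate's cutoff, namely the mean of that plate's compound wells plus 3 SD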;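 further: peak over basal fluorescence ratio during 140 s after agonist addition; 0% = ACh EC80 plus DMSO and 100% = DMSO alone without agonist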
Target sequence (P11229 whole entry, looked up): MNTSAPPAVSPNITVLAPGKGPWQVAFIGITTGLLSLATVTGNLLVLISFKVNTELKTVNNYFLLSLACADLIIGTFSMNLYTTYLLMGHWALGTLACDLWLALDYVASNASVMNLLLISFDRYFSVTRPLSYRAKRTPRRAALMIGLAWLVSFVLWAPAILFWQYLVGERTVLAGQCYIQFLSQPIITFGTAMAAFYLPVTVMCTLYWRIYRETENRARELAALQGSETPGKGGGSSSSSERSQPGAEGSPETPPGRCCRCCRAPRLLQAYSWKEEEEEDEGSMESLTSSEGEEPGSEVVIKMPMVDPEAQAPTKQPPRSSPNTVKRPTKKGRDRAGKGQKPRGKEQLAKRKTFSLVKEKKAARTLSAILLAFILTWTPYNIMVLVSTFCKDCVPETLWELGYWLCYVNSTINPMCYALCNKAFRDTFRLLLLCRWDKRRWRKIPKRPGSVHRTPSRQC
M1 ag = activates human CHRM1 receptor; CHO-K1 hM1, Fluo-8 calcium fluorescence, agonist mode; 0% DMSO, 100% acetylcholine EC100; activation, % at 3 µM; 0.33% of 360,000 active; AID 588814;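 active means activation above the run's mean compound activation plus 3 SD, cut at about 16% in these data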;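 further: peak over basal fluorescence ratio within a 140 s kinetic read after compound addition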
CHRM1 PAM = positive allosteric modulators of human M1 muscarinic receptor. P11229. CHO-K1 hM1, Fluo-8 calcium fluorescence, ACh EC20; 0% = ACh EC20, 100% = maximal ACh. activation, % at 3 µM. 0.088% of 360,000 active. AID 588819; in the data active means activation above about 19%, passing the limit was not always enough
TAAR1 ag = agonists of human TAAR1; 0.99% of 360,000 active; Q96RJ0; activation, % at 3 µM; CHO RD-HGA16 TAAR1, Fluo-8 calcium fluorescence; vehicle wells 0%, saturating PEA agonist 100%;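 active means activation above the mean activation of all test compounds in the run plus 3 SD, cut at about 38% in these data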
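Benchmarks: low control DMSO, high control PEA (EC100); System: CHO RD-HGA16 cells carrying human TAAR1 plus Gα16; Detection: Fluo-8 fluorescence, 5 s baseline then 140 s kinetic read; Schedule: 17-24 h plating, Fluo-8 75 min 37 °C, 30 min RT; Read-out basis: % activation from peak over basal fluorescence ratio, DMSO-to-PEA scaled.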
CHO-K1 Ca PAM = counter-screen for M1 PAMs: effect in parental CHO-K1 cells; 0.02% of 360,000 active; activation, % at 3 µM; AID 602247; ATP EC20, Fluo-8 calcium fluorescence; 0% at ATP EC20, 100% at ATP max;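 active means activation above the run cutoff, the mean activation of all test compounds plus 3 SD, cut at about 40% in these data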;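 further: peak over basal fluorescence ratio in a 140 s read after ATP addition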
CHO-K1 Ca antag = M1 antagonist counterscreen hit in parental CHO-K1 cells; ATP-induced calcium, Fluo-8 fluorescence; inhibition, % at 3 µM; 0.6% of 360,000 active; AID 602250;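 active means inhibition above a per-plate cutoff, the plate's mean sample inhibition plus 3 SD, cut at about 24% in these data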;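 further: 0% = DMSO plus EC80 ATP and 100% = DMSO alone without ATP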
Active calls of the source: *; / = no result given. Compounds as they come; any-hit rate near 4.4%.

structure	CHRM1 PAM	CHO-K1 Ca PAM	CHO-K1 Ca antag	CHRM1 antagonist	TAAR1 antag	CHO parental Ca	M1 ag	M1 ag parental	TAAR1 ag
Cc1ccc(S(=O)(=O)n2cnc3cc([N+](=O)[O-])ccc32)cc1C	5	20	-7	-4	-6	-2	-5	0.7	4
COc1ccc(C2CC(c3ccc(C)cc3)=NN2C(=O)c2ccccc2)cc1 (stereo not given)	-3	7	4	8	-4	-17	-2	-0.1	-2
COc1ccc(/C(C)=N/NC(=O)c2ccc(CSc3nncn3C)cc2)cc1	-5	15	9	13	11	10	-3	15*	2
O=C(COc1ccc(Cl)cc1)NCc1nnc(SCC(=O)N2CCCCC2)o1	10	20	-12	-4	-28	-11	-6	0.8	1
Cc1cccc(OCC(=O)NCCNC(=O)c2cnccn2)c1	10	-4	-9	-10	3	-2	-3	0.1	0
Cc1ccc(/C=C/C(=O)O)cc1S(=O)(=O)N1CCCc2ccccc21	10	3	-2	-8	-15	14	-3	1.1	1
CCn1c(SCc2cc(=O)[nH]c3ccccc23)nnc1C1CC1	9	3	12	-1	-1	5	-11	-0.1	0
O=C(C1=C[C@@H](c2ccccc2)C[C@@H](OCc2ccc(CO)cc2)O1)N1CCN(Cc2ccc3c(c2)OCO3)CC1	5	13	-8	5	42	-11	-2	4.6	12

Overlap with the part before: 6 entries; new compounds follow.
structure	CHRM1 PAM	CHO-K1 Ca PAM	CHO-K1 Ca antag	CHRM1 antagonist	TAAR1 antag	CHO parental Ca	M1 ag	M1 ag parental	TAAR1 ag
COc1ccc(/C(C)=N/NC(=O)c2ccc(CSc3nncn3C)cc2)cc1	-5	15	9	13	11	10	-3	15*	2
O=C(COc1ccc(Cl)cc1)NCc1nnc(SCC(=O)N2CCCCC2)o1	10	20	-12	-4	-28	-11	-6	0.8	1
Cc1cccc(OCC(=O)NCCNC(=O)c2cnccn2)c1	10	-4	-9	-10	3	-2	-3	0.1	0
Cc1ccc(/C=C/C(=O)O)cc1S(=O)(=O)N1CCCc2ccccc21	10	3	-2	-8	-15	14	-3	1.1	1
CCn1c(SCc2cc(=O)[nH]c3ccccc23)nnc1C1CC1	9	3	12	-1	-1	5	-11	-0.1	0
O=C(C1=C[C@@H](c2ccccc2)C[C@@H](OCc2ccc(CO)cc2)O1)N1CCN(Cc2ccc3c(c2)OCO3)CC1	5	13	-8	5	42	-11	-2	4.6	12
C/C(=N\Nc1cc(C(F)(F)F)ccc1Cl)c1ccncc1	-1	15	-19	-8	-8	-22	-11	-0.2	5
O=C(COC(=O)c1c2c(nc3ccccc13)/C(=C/c1cccc([N+](=O)[O-])c1)CCC2)NC1CCS(=O)(=O)C1 (stereo not given)	-9	1	11	21	51*	10	-6	2.6	11
S=C(NC1CCCC1)N1CCN(c2ncccn2)CC1	8	21	-7	-9	-7	-5	-5	0.7	0
Cc1ccc2c(c1)sc1nc(=O)n(-c3cccc(Cl)c3)c(=O)n12	3	15	-1	4	21	-5	-1	0.3	2
O=C(NN1C(=O)C2C3C=CC(C4CC34)C2C1=O)c1ccc(Cl)c(Cl)c1 (stereo not given)	17	15	-6	-7	-1	-14	-6	1.1	1
CCC1CCCCN1C(=O)c1c(-c2ccccc2)noc1C (stereo not given)	2	-3	6	6	5	-18	-2	0.2	5
CC(NC(=O)COC(=O)c1ccc(Cl)cc1O)c1ccc(F)cc1 (stereo not given)	2	12	-17	2	6	-15	2	11	22
CC(=O)N1CCc2c(sc(NC(=O)Cc3ccccc3)c2C#N)C1	2	-12	-6	5	-9	-8	-2	0.9	2
Cc1ccc(-c2c(C)sc(=NC(=O)c3ccco3)n2C)cc1	3	-3	-25	-5	2	-14	-6	0.2	2
CN1CCN(c2ccccc2NC(=O)c2ccc(F)cc2)CC1	5	-2	-8	-8	-5	-25	-7	0.2	2
COC(=O)c1ccc(N2C(c3cc(OC)cc(OC)c3)=Cc3ccc(OC)cc3C2CC(=O)c2ccco2)cc1 (stereo not given)	/	15	-12	/	-25	/	/	1.1	9
COc1ccc2nc(SCC(=O)NCc3ccccc3)[nH]c2c1	21	5	-2	-7	-2	/	4	-0.1	3
Cc1ccccc1OCC(=O)OCC(=O)c1cc(C)n(C2CC2)c1C	2	7	8	3	-6	/	-5	0.5	1
CCSc1nc2c(c(=O)[nH]1)C(c1ccc(C)cc1)C1=C(CCCC1=O)N2 (stereo not given)	5	21	-13	-6	-6	-15	-3	-0.1	4
Cc1cc(C)nc(NC2=NCC(=O)N2c2cccc(Cl)c2)n1	4	-4	0	-2	-4	-12	-4	0.8	6
CCSc1nnc(NC(=O)CSc2nc3c(c(=O)n2C)SC(C)C3)s1 (stereo not given)	-11	-8	-5	1	-6	-20	0	-0.3	21
Cc1cccc(Cc2nnc(CCC(=O)N(C)Cc3ccncc3C)o2)c1	4	-10	-6	4	-4	-13	-6	0.5	5
CC(Sc1nnc(NC2CC2)s1)C(=O)Nc1ccc(N2CCOCC2)cc1 (stereo not given)	12	22	-6	-14	-24	/	-1	2.2	2
O=C(NCCSCc1ccccc1)c1cc(S(=O)(=O)N2CCOCC2)ccc1F	-2	16	-10	-8	12	-11	-4	4.6	3
CCc1noc(C)c1C(=O)N1CCCC(C(=O)c2ccc(OC)c(F)c2)C1 (stereo not given)	-4	9	-1	4	-1	-18	-3	0.5	10
O=C(COC(=O)c1ccc2c(c1)OCCO2)NCc1ccccc1Cl	5	17	-13	-10	1	-7	-3	0.5	0
CC(C)CN(C(=O)COC(=O)CSc1ccc(Br)cc1)C1CCS(=O)(=O)C1 (stereo not given)	1	-23	5	2	19	/	-2	1.0	4
COc1ccc(-n2c(CN3CCN(c4ccccn4)CC3)nc3ccc([N+](=O)[O-])cc3c2=O)c(OC)c1	-5	5	-4	12	-4	-31	-5	1.6	7
COc1ccc(C)cc1NC(=O)c1nn(C)c(C(=O)Nc2cc(C)ccc2OC)c1[N+](=O)[O-]	3	13	0	-5	-30	-17	-5	0.3	4
Cc1cc(C(=O)NN=Cc2c(C)[nH]c3ccccc23)c(C)o1	6	18	-24	-10	12	-10	-3	0.3	15
O=C(Cn1cnc([N+](=O)[O-])n1)N/N=C/c1ccccc1O	3	19	-1	-7	4	-11	-4	0.3	53*
O=[N+]([O-])c1ccc(-c2cn(-c3ccc(Cl)cc3)c(=S)[nH]2)cc1	6	7	-5	-8	-5	-10	-4	-0.1	-2
COc1ccc(N(CC(=O)NC2CCCC2)C(=O)Cn2nnc(-c3ccc(C)o3)n2)cc1	15	24	-13	-15	-12	/	-3	1.2	-1
Cc1ccc(CN(CC(=O)NC2CCCCC2)C(=O)c2csnn2)cc1	6	35	-8	-5	11	-20	-5	0.5	-3
CCCN(CCC)CCCNC(=O)CC1Nc2ccccc2NC1=O (stereo not given)	2	11	3	4	-11	5	-5	0.8	3
COc1ccc(-n2c(SCC(=O)Nc3cc(C)on3)nc3c(c2=O)SCC3)cc1OC	11	21	-14	-23	-5	-12	-4	1.1	0
O=S(=O)(c1ccc(NC(=S)NCc2cccnc2)cc1)N1CCCCC1	-17	-6	3	44*	15	1	4	10.0	5
COc1ccc(C=Nc2cccnc2N)cc1	1	11	-12	-8	/	1	1	4.8	/
COc1ccccc1/C=N/NC(=O)c1ccc(N(C)S(=O)(=O)c2ccccc2)cc1	0	0	4	0	42	-11	-7	1.6	9
O=S(=O)(NCCO)c1cccc2cccnc12	-10	-9	9	14	-3	1	-1	-0.6	-1
COc1cccc(CNC(=O)CCC2CCCN(C3CCOCC3)C2)c1 (stereo not given)	-10	-9	7	6	/	-11	-13	-0.2	/
COc1ccc(NC(=S)NC(=NS(=O)(=O)c2ccc(Cl)cc2)c2ccccc2)cc1	6	11	-7	-13	-24	-10	-2	1.0	1
Cc1ccc(-n2c(C)c([N+](=O)[O-])c3ccc(O)c(CN(C)C)c32)cc1	-4	-7	-4	3	-23	-11	-3	0.3	4
O=C1C2C3C=CC(C4CC34)C2C(=O)N1CCCCN1CCN(c2ccc(F)cc2)CC1 (stereo not given)	-12	3	3	9	-23	-14	-4	4.8	2
COc1ccc(C(=O)Oc2ccc(C(C)=O)cc2)c(OC)c1	2	8	-6	-5	1	-12	-5	0.0	10
CC(=O)c1ccc(NC(=S)N2c3ccccc3CC2C)cc1 (stereo not given)	1	-15	1	5	-3	-6	-3	0.5	0
CC(Oc1ccc2c3c(c(=O)oc2c1)CCC3)C(=O)NCc1ccccn1 (stereo not given)	5	11	-12	-16	-8	-7	-2	1.1	2
CCn1c(SCC(=O)N2CCCc3ccccc32)nnc1-c1ccco1	13	21	-2	-19	2	-3	-4	0.3	3
O=C1CC[C@H](O)CCN1[C@H](CSc1ccc(Br)cc1)Cc1ccccc1	5	2	-8	3	4	-25	-5	0.7	6
CC(=O)Nc1ccc(NC(=O)c2ccc(Cl)c(S(=O)(=O)N3CCc4ccccc43)c2)cc1	-5	9	-12	10	15	/	-2	0.6	19

Printed as active in CHRM1 antagonist (from the list above):
mol	CHRM1 PAM	CHRM1 antagonist	TAAR1 ag
O=S(=O)(c1ccc(NC(=S)NCc2cccnc2)cc1)N1CCCCC1	-17	44*	5
